Lipid storage S3: qHTS Assay for Lipid Storage Modulators in Drosophila S3 Cells. Drosophila S3 cells, BODIPY lipid droplet fluorescence, 18-24 h; cells fed with added oleic acid. lipid storage change, negative = inhibition, % at the top dose, mostly 46.1 µM; hits show Potency in µM. 320,000 tested, 0.64% active. AID 2685; active means well fitted inhibition curve with a large enough effect in the signal ratio, with a control signal flat, not every such curve was filed as active; inconclusive means small, poorly fitted or top-dose-only effect, or effect the other way, or a change in a side signal; the % refers to the signal ratio
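Drosophila S3 cells loaded with oleic acid (400 uM, as added) and compounds at several concentrations; lipid droplets imaged by 488-nm laser-scanning cytometry, 500–530 nm intensity and object ratio to cell channel. Percent activity normalized to 20 uM Triacsin C.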
Lipid storage S3 cell count max: recorded beside Lipid storage S3, whose call it bears; cell number change, %; measured here: cell count max response;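 cells counted by Cell Tracker Red CMTPX staining in the red channel; peak over a dose series mostly up to 46.1 µM; percent activity relative to internal control wells on each plate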
* hit, by the source's call; i = inactive; ? = inconclusive; . = not tested or not shown. On the % scale 0 is the no-effect control and ±100 the full control effect; potency means the concentration at half of the fitted maximal effect.

SMILES	Lipid storage S3	Lipid storage S3 cell count max
COc1ccc(-c2cccc(NC(=O)COc3ccc(Cl)cc3)c2)nn1	i	.
COc1cc2cnc(-c3ccsc3)c(-c3ccc(F)cc3)c2cc1OC	?	.
c1ccc(COc2cccc(CNn3cnnc3)c2)cc1	i	10.8
CC1CCCN(C(=O)c2ccc(-c3ccccc3Cl)o2)C1 (centres undefined)	?	.
Cc1ccc(NC(=O)c2ccccc2NC(=O)CCC(=O)O)cc1	1.1%	.
O=S(=O)(c1ccc2c(c1)nc1n2CCC1)N1CCOCC1	3.0%	13.4
CCS(=O)(=O)N1CCC(C(=O)Oc2ccccc2Cl)CC1	12.8%	13.0
O=[N+]([O-])c1ccc2c(c1)oc1ccccc12	-8.8%	17.0
COc1ccc(N(CC(=O)NC2CCCCC2)C(=O)CCCC(=O)Nc2ccccn2)c(OC)c1	16.9%	-9.7
Cc1ccccc1NC(=S)N1CCC(C(=O)c2ccc(F)cc2)CC1	14.9%	5.3
O=C(O)CCc1ccc(-c2ccc(Br)cc2)o1	-7.3%	-13.1
Cc1ccc(C)c(N2CCN(S(=O)(=O)c3ccc4c(c3)CC(=O)N4C)CC2)c1	?	.
CC(=O)Oc1ccc2c(c1)OC(c1ccccc1)CC21CC(C)(C)NC(=S)N1 (centres undefined)	?	.
Cc1ccc(-c2csc(NC(=O)c3c(C)noc3C)n2)cc1C	?	.
CCCCC(CC)Cn1c2nc3ccccc3nc2c2c(=N)oc(C)nc21 (centres undefined)	i	.
COc1ccc(NC(=O)Nc2cc(C(C)(C)C)on2)cc1OC	?	.
COc1ccc(CCN=C(N)NS(=O)(=O)c2ccccc2)cc1	5.0%	14.1
Cc1ccc(S(=O)(=O)N2CCCC(C(=O)Nc3ccc(NC(=O)c4ccccn4)cc3)C2)cc1 (centres undefined)	?	.
COc1ccccc1CN(Cc1nc2ccccc2c(=O)[nH]1)C(=O)Nc1ccccc1	?	.
CC(=O)c1ccc(OCC(=O)OC(C)C(=O)NC2CCCCC2C)cc1 (centres undefined)	?	.
O=C(c1cc(COc2ccc(F)cc2Cl)on1)N1CCCCC1c1cccnc1 (centres undefined)	5.9%	0.1
CCOc1ccc(NC2CCN(C(C)=O)CC2)cc1	5.0%	8.2
CC1CCC2(CC1)NC(=S)N(c1ccccc1)N2 (centres undefined)	?	.
CC(=O)Nc1cc(ON=C(C)C)cc([N+](=O)[O-])c1	?	.
C=CCn1c(-c2cccnc2)n[nH]c1=S	?	.
CN(Cc1ccccc1)C(=O)Nc1ccccc1	?	.
Nc1nc(N)nc(-c2ccccc2-c2nc(N)nc(N)n2)n1	?	.
Cc1cccc(NC(=O)C2(c3cccs3)CCOCC2)n1	18.7%	-8.8
COc1ccc(Cc2nnc(NC(=O)Nc3ccccc3)s2)cc1OC	?	.
CN1C(=O)CSc2ccc(NC(=O)NCCC3=CCCCC3)cc21	?	.
Cc1cccc(NC(=O)/C(=C\c2cccs2)NC(=O)c2ccccc2)c1	i	.
O=[N+]([O-])c1ccc(O)c(/C=N/n2c(CO)nc3ccccc32)c1	?	.
O=C(Nc1ccc(O)cc1C(=O)O)c1cccc(Br)c1	?	.
CCN(CC)CCn1c2c(c(SCC(=O)Nc3cccc4ccccc34)nc1=O)CCC2	?	.
CC(=O)c1cccc(NC(=O)CSc2nnc(C(C)N(C)C)n2-c2ccc(F)cc2)c1 (centres undefined)	?	.
Clc1ccc(C2=Nn3c(nnc3-c3n[nH]c4c3CCC4)SC2)cc1	?	.
COc1ccccc1C1NC(=O)c2ccccc2O1 (centres undefined)	2.0%	17.4
CN(C)CCOC(=O)C12CC3CC(C1)CC(C(=O)OCCN(C)C)(C3)C2	-5.8%	7.4
O=C(Cn1c2c(c(-c3ccccc3)cc1=O)CCCC2)N1CCCCCC1	?	.
Cc1ccc(S(=O)(=O)CC(C)(O)CS(=O)(=O)c2ccc(C)cc2)cc1	3.5%	-1.7

Some of the entries so far, with each value named.
> CC(=O)c1cccc(NC(=O)CSc2nnc(C(C)N(C)C)n2-c2ccc(F)cc2)c1 (centres undefined)
  Lipid storage S3: ?
  Lipid storage S3 cell count max: .

> CC1CCC2(CC1)NC(=S)N(c1ccccc1)N2 (centres undefined)
  Lipid storage S3: ?
  Lipid storage S3 cell count max: .

> O=C(Cn1c2c(c(-c3ccccc3)cc1=O)CCCC2)N1CCCCCC1
  Lipid storage S3: ?
  Lipid storage S3 cell count max: .

> CCOc1ccc(NC2CCN(C(C)=O)CC2)cc1
  Lipid storage S3: 5.0%
  Lipid storage S3 cell count max: 8.2

Next section
SMILES	Lipid storage S3	Lipid storage S3 cell count max
COc1ccc(C(=O)N2CCCC(Nc3ccc(C)c(C)c3)C2)cc1F (centres undefined)	i	-11.9
CCN(CC)S(=O)(=O)c1cccc(-c2nnc(SCC(=O)N3CCC(C(=O)O)CC3)n2N)c1	?	.
COc1cc(C)ccc1OCCCOc1c(Cl)cccc1Cl	?	.
CCCCN1/C(=C/c2cccc[n+]2C)Sc2cc(NC(C)=O)ccc21	1.3µM*	11.1*
COC(=O)N/N=C/c1c(C)c(C(=O)c2ccc(F)cc2)n2ccccc12	2.1%	-15.4
C#CCOCCOCCOCCNc1nc(N2CCOCC2)nc(N2CCN(C(=O)[C@H](CCCCN)n3cc([C@@H](N)C(C)CC)nn3)CC2)n1 (some centres undefined)	-3.9%	12.0
CC(=O)N1c2ccc(S(=O)(=O)N3CCCCC3)cc2CC1C(=O)NCc1ccc(N(C)C)cc1 (centres undefined)	?	.
CCOC(=O)c1c(C)n(OC)c2ccc3c(no[n+]3[O-])c12	?	.
COc1ccc(S(=O)(=O)N2CCCC2CNC(=O)C(=O)NCc2ccccc2Cl)cc1 (centres undefined)	?	.
Cc1ccc(N2C(=O)C(CN(C)C)C2c2ccccc2)cc1 (centres undefined)	5.5%	7.0
COc1ccc(N(C(=O)CNC(=O)c2ccco2)C(C(=O)NCC2CCCO2)c2ccccc2)cc1 (centres undefined)	?	.
COC(=O)c1c(C(=O)OC)c2oc3ccccc3n2c1Cl	i	.
Cc1ccc(-c2cc3nc(-c4ccc(Br)cc4)cc(N)n3n2)cc1	8.5%	-6.5
COc1cc(C(=O)NCCSc2ccc(Cl)cc2)cc(OC)c1OC	?	.
O=C(O)CCCCCCCCCCCc1ccccc1	?	.
Cn1c(C(O)c2ccc3c(c2)OCO3)nc2ccccc21 (centres undefined)	i	.
COCCn1c(=NC(=O)C2COc3ccccc3O2)sc2cc(S(N)(=O)=O)ccc21 (centres undefined)	?	.
Cc1[nH][nH]c(=O)c1C(c1ccc([N+](=O)[O-])cc1)c1c(C)[nH][nH]c1=O	-12.2%	20.3
CCCCCCOC(=O)/C=C/c1c(C)[nH]c(=O)[nH]c1=O	?	.
Cc1ccc(NS(=O)(=O)c2ccc(C(=O)NCc3ccncc3)cc2)cc1	?	.

Full records from above.
Entry for CCCCCCOC(=O)/C=C/c1c(C)[nH]c(=O)[nH]c1=O : Lipid storage S3 = ?; Lipid storage S3 cell count max = .
Entry for C=CCn1c(-c2cccnc2)n[nH]c1=S : Lipid storage S3 = ?; Lipid storage S3 cell count max = .
Entry for C#CCOCCOCCOCCNc1nc(N2CCOCC2)nc(N2CCN(C(=O)[C@H](CCCCN)n3cc([C@@H](N)C(C)CC)nn3)CC2)n1 (some centres undefined) : Lipid storage S3 = -3.9%; Lipid storage S3 cell count max = 12.0

Quoted at random: five compounds from above, in no set order.
SMILES	Lipid storage S3	Lipid storage S3 cell count max
Cn1c(C(O)c2ccc3c(c2)OCO3)nc2ccccc21 (centres undefined)	i	.
COc1ccc(C(=O)N2CCCC(Nc3ccc(C)c(C)c3)C2)cc1F (centres undefined)	i	-11.9
Cc1[nH][nH]c(=O)c1C(c1ccc([N+](=O)[O-])cc1)c1c(C)[nH][nH]c1=O	-12.2%	20.3
CC(=O)N1c2ccc(S(=O)(=O)N3CCCCC3)cc2CC1C(=O)NCc1ccc(N(C)C)cc1 (centres undefined)	?	.
COC(=O)c1c(C(=O)OC)c2oc3ccccc3n2c1Cl	i	.

Additional records
SMILES	Lipid storage S3	Lipid storage S3 cell count max
Cc1nnc(Sc2cc(C(=O)NCCCOC(C)C)c3ccccc3n2)s1	?	.
Cc1ccc(S(=O)(=O)NC(=O)Nc2cccc(C)n2)cc1	?	.
Cc1ccc(Cl)cc1N(C(=O)c1csnn1)C(C(=O)NC1CCCC1)c1ccco1 (centres undefined)	?	.
Nc1nonc1-n1nnc(C(=O)N/N=C/c2cccc(O)c2)c1CN1CCCC1	?	.
CC1(C)N=C(c2ccccc2)C(=O)N1	?	.
COC(=O)C(C)NC(=O)COc1ccc2ccccc2c1 (centres undefined)	?	.
O=C(COC(=O)c1cccc(C(=O)OCC(=O)NCc2ccc(F)cc2)n1)NCc1ccc(F)cc1	-3.4%	-14.7
COc1ccc(S(=O)(=O)N(CC(=O)N2CCN(C)CC2)c2ccc(C)cc2)cc1Br	?	.
O=C(NNC1CC(=O)N(c2cccc(Cl)c2)C1=O)c1cccnc1 (centres undefined)	?	.
Cc1cc(C)c2nc3nc(C)cc(C)c3c(N)c2c1	-13.0%	-21.0
Cn1ccnc1SCC(=O)n1c2c(c3ccccc31)CCCC2	?	.
O=C(NCc1cccc(Cl)c1)C1CCCN(c2ncnc3c2nc2n3CCCCC2)C1 (centres undefined)	?	.
O=C(CSc1nncs1)Nc1nccs1	?	.
CSc1nsc(SC)c1NC(=O)N1CCCC1	?	.
COc1ccc(C2C(C(=O)N3CC(C)CC(C)C3)c3ccccc3C(=O)N2C)cc1 (centres undefined)	-26.3%	-0.1
CC1CC(=O)Nc2ccc([N+](=O)[O-])cc2N1C (centres undefined)	5.9%	1.6
Cc1cc2ncn(-c3ncnc4sc5c(c34)CCC(C)C5)c2cc1C (centres undefined)	-7.8%	15.0
COCCN(C(=O)CCSc1ccc(F)cc1)c1c(N)n(Cc2ccccc2)c(=O)[nH]c1=O	?	.
CC(=O)c1cn(CC(=O)NCc2ccco2)c2ccccc12	?	.
CCOC(=O)c1c(S(=O)(=O)NCCc2cccs2)c(C)n(C)c1C	i	20.5
CCOC(=O)c1sc(NC(=O)CSc2n[nH]c(CC(C)C)n2)nc1C	?	.
CCc1ccc2[nH]c(=O)c(Cc3ccccc3)c(O)c2c1	-1.5%	-18.5
CCN(C(=O)COC(=O)c1nc2nc(C)cc(C)n2n1)C1CCS(=O)(=O)C1 (centres undefined)	?	.
COc1ccc(OC)c(-c2csc(NC(=O)CN3C(=O)NC4(CCCC4)C3=O)n2)c1	?	.
Cc1cc(NC(=O)CSCC(=O)N(c2cccc(Cl)c2)C(C(=O)NC2CCCCC2)c2ccc(O)c(O)c2)no1 (centres undefined)	-1.3%	-3.0
O=C(O)c1ccc(NC2CC(=O)N(Cc3ccccc3)C2=O)cc1 (centres undefined)	?	.
CC(Oc1ccc(F)cc1)C(=O)Nc1ccc(S(=O)(=O)NC2=NCCCCC2)cc1 (centres undefined)	2.5%	-4.5
CCCNC(=O)CSc1nnc(-c2ccc(F)cc2)o1	?	.
O=C(N/N=C/c1cccnc1)C1CC1(c1ccccc1)c1ccccc1 (centres undefined)	-1.4%	-7.2
CC(c1nccs1)N(C)C(=O)CCc1nnc(Cc2c[nH]c3ccccc23)o1 (centres undefined)	?	.
C=CCC1(N(C(C)=O)c2ccccc2C)CCCCC1	-2.1%	-21.1
OC(CNC1CCCCC1)CNC1CCCCC1	?	.
C=C(C)n1c(=O)[nH]c2ccccc21	0.8%	1.0
Cc1ccc(/C=C/C(=O)O)cc1S(=O)(=O)NCc1ccco1	-6.9%	17.8
CC(=O)Nc1ccc(S(=O)(=O)C(C#N)c2nc3ccccc3nc2NCCCO)cc1 (centres undefined)	7.3%	16.2
CC(C)C1Nc2ccc(C(=O)NCCCN3CCOCC3)cc2NC1=O (centres undefined)	1.8%	-4.7
C/C(=N\NC(=O)c1ccccn1)c1ccc(C(=O)O)s1	13.1%	16.0
O=C(NCC1CCCO1)C1CCCN(S(=O)(=O)c2ccc(Br)cc2)C1 (centres undefined)	?	.
Cc1cc(C)cc(NC(=O)CSc2nnc(-c3ccc(S(=O)(=O)N4CCCC4)cc3)o2)c1	i	-21.9
Cc1cc(Cl)c(S(=O)(=O)N2CCCCCC2)cc1OCC(N)=O	?	.
CCN(CC)C(=O)CSc1nnc(-c2ccccn2)n1Cc1ccccc1	?	.
CCOC(=O)N1CCC(N2Cc3cccc(C(=O)O)c3C2=O)CC1	?	.
O=C(O/N=C1\CCS(=O)(=O)c2sccc21)c1ccc(F)cc1	6.4%	0.8
CC(=O)Oc1ccc2c(C)cc(=O)oc2c1C(=O)c1ccccc1	?	.
Cc1ccc(CNn2cnnc2SCC(=O)NC(C)(C)C)cc1	?	.
O=S(=O)(Nc1ccc(O)c(Sc2nc3ccccc3s2)c1)c1ccc(F)cc1	7.9%	7.6
CC(C)N1C(=O)CCC1C(=O)NCCc1ccccc1 (centres undefined)	-20.1%	3.2
CCc1nnc(NC(=O)c2ccc(Br)o2)s1	16.3%	6.2
O=C(O)C1C2CCC(O2)C1C(=O)Nc1ccc(F)cc1 (centres undefined)	?	.
Cn1c(=O)cc(OCC(=O)NCCc2ccc(Cl)cc2)c2ccccc21	?	.
CCCOC(=O)c1c(NC(=O)CCC(=O)O)sc2c1CCCCC2	0.4%	-12.3
CNC(=O)CN(c1cc(OCCOC)c(Cl)cc1Cl)S(=O)(=O)c1ccc(OC)cc1	?	.
O=C(/C=C/c1ccc(Cl)cc1)NCCc1ccccc1	?	.
CCOc1ccc(NC(=O)CCC(=O)NNC(=O)COc2ccccc2C)cc1	-22.9%	-8.3
O=C(NNC(=O)c1c(O)c2ccccc2[nH]c1=O)c1ccccc1Br	?	.
CC(=O)NC(Cc1ccccc1)C(=O)OCC(=O)c1ccc(Br)cc1 (centres undefined)	?	.
CCOC(CNC(=O)c1cccn2c(=O)c3c(C)c(C)sc3nc12)OCC	8.3%	12.8
CCCc1ncc(C(O)c2cccc(OC)c2OC)n1C (centres undefined)	?	.

High-throughput results from PubChem.

An excerpt; rates above refer to the full screens.
